Screening data deposited in PubChem by National Center for Advancing Translational Sciences (NCATS).
Eya2 phos inh = blocks the phosphatase activity of human Eya2 | recombinant Eya2, OMFP fluorescence dephosphorylation (OMFP is methylfluorescein phosphate) | Potency, µM (series often up to 76.9 µM), for inactives: at the highest dose activity, negative = inhibition, usual class: inhibitors | 0.006% of 330,000 active; note: potency is the fitted concentration of half-maximal effect; % is set by controls: 0 for no effect and ±100 for the full control effect
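Eya2 protein (added as 0.2 uM solution) was preincubated with compound for 10 min at ambient temperature in 50 mM HEPES pH 7.5, 50 mM NaCl, 5 uM MgCl2, 0.05% BSA, 1 mM DTT. OMFP (added at 50 uM) then reacted 10 min; fluorescence read at 485/525 nm.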
S-ASM inh = inhibitors of human secretory acid sphingomyelinase; P17405; placental ASM, HMU-PC fluorogenic substrate, 60 min; 0.006% of 340,000 active; Potency, µM (highest dose often 57.5 µM), for the others: at the top dose activity change, negative = inhibition, usual class: inhibitors; note: potency is the fitted concentration of half-maximal effect
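qHTS format. ASM enzyme prepared from human placenta hydrolyses the fluorogenic substrate HMU-PC0 (9 uM final) over 60 min at 37 °C after a 10 min compound preincubation.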
MBNL1 CUG block = MBNL1-poly(CUG) RNA binding inhibition; Q9NR56; TR-FRET MBNL1-His/biotin-(CUG)12 binding, 665/545 ratio; Potency, µM (doses to about 57.5 µM), inactives show top-dose activity change, negative = inhibition, actives largely listed as inhibitors; 0.036% of 280,000 active; active = well fitted inhibition curve with a large enough effect in the signal ratio, with a control signal flat, not every such curve was filed as active; inconclusive = small, poorly fitted or top-dose-only effect, or effect the other way, or a change in a side signal; inactive = no such curve, though single readings can be large or run the other way; the % refers to the signal ratio; note: potency is the fitted concentration of half-maximal effect; % is set by controls: 0 for no effect and ±100 for the full control effect
Target sequence (Q9NR56 whole entry, looked up): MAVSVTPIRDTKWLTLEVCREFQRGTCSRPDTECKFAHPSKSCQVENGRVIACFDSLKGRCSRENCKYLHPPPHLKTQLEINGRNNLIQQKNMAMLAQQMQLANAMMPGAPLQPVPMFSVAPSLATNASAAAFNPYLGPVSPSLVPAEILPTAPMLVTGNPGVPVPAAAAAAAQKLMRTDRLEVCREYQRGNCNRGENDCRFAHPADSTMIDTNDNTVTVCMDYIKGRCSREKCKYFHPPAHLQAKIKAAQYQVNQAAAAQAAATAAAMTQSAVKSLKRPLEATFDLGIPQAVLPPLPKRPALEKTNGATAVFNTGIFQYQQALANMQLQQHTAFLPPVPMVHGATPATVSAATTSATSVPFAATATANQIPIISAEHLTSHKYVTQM
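Inhibition of protein-RNA binding appears as loss of TR-FRET between terbium anti-His antibody on MBNL1-His and streptavidin-XL665 on biotin-(CUG)12. Activity is normalized to buffer-only and uninhibited-complex controls.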
hERG WT inh = blocks the wildtype human KCNH2 potassium channel. U2OS, BacMam KCNH2, thallium flux FluxOr; stronger effect = lower value. activity change, % at 1.84 µM. 0.37% of 340,000 active;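 active = maximum activity change below -70%; inconclusive = maximum activity change between -70% and -50%; inactive = maximum activity change above -50%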; note: % is set by controls: 0 for no effect and ±100 for the full control effect
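U2OS cells transduced with wild-type KCNH2 virus are loaded with FluxOr dye for 45 min, and thallium flux is measured in kinetic reads before and after stimulation buffer. Rate constants are normalized to DMSO controls.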
PKM2 act = activators of human pyruvate kinase M2. P14618. purified PKM2, Kinase-Glo ATP luminescence, activation; response scale: 0% is enzyme alone, no compound. Potency, µM (titrated, usually from 57.5 µM), inactives show at the highest dose activation, actives largely listed as activators. 0.34% of 260,000 active. AID 1631; note: potency is the fitted concentration of half-maximal effect; % is set by controls: 0 for no effect and ±100 for the full control effect; nearly all actives have a fitted effect of over 55% in size
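Purified hPK-M2 (>95%) run at intermediate activity with 0.1 mM ADP and 0.5 mM PEP in 50 mM imidazole pH 7.2, KCl, MgCl2; 1 h room temperature. ATP formed read by Kinase-Glo luminescence; normalized to uninhibited and no-enzyme controls.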
TSHR antagonist = human thyrotropin receptor antagonism. P16473. TSHR-expressing cells, TSH-stimulated cAMP HTRF, 2 h; stronger effect = lower value. activity change, negative = inhibition, % at 11.5 µM. 0.2% of 330,000 active. AID 504810;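 active = activity change below a set negative limit, meaning inhibition stronger than a set level, cut at about -70% in these data; inconclusive = activity change between two set negative limits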; note: % is set by controls: 0 for no effect and ±100 for the full control effect
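Read-out is FRET at 665 nm (cryptate excitation 337 nm) from a cryptate-tagged anti-cAMP antibody, competed by cell cAMP against cAMP-d2. Compounds are tested on freshly harvested TSHR cells challenged with 4nM TSH (EC80) for 2 hours at 37 deg C.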
Mito fusion act = mitochondrial division inhibition or fusion activation | S. cerevisiae fusion-defective mutant growth rescue, CellTiterGlo 48 h | Potency, µM (top dose mostly 46.1 µM), for inactives: top-dose growth rescue (activation), hits mostly activators | 0.23% of 320,000 active;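 note: potency is the fitted concentration of half-maximal effect; % of control where 0% means no effect; nearly all actives have a fitted effect of over 45% in size; temperature-sensitive fusion mutants such as fzo1-1 at 37 °C on non-fermentable ethanol glycerol medium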
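Luminescent cell viability in 1536-well qHTS format served as the measure of rescued growth in ts fusion-mutant S. cerevisiae cultured on non-fermentable YPEG for 48 hours at 37C.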
Menin-MLL TR inh = menin-MLL binding inhibition, Texas Red mutant peptide; O00255; Menin + Texas Red MLL mutant peptide, fluorescence polarization; Potency, µM (doses to about 61.6 µM), for inactives: at the highest dose FP activity change, negative = inhibition, most hits filed as inhibitors; 0.23% of 270,000 active; AID 1768; active = well fitted inhibition curve with a large enough effect in the polarisation, with a control signal flat, not every such curve was filed as active; inconclusive = small, poorly fitted or top-dose-only effect, or effect the other way, or a change in a side signal; inactive = no such curve, though single readings can be large or run the other way; the % refers to the polarisation; note: potency is the fitted concentration of half-maximal effect; % of control where 0% means no effect; many of its hits are not listed in these tables
Target sequence (O00255 whole entry, looked up): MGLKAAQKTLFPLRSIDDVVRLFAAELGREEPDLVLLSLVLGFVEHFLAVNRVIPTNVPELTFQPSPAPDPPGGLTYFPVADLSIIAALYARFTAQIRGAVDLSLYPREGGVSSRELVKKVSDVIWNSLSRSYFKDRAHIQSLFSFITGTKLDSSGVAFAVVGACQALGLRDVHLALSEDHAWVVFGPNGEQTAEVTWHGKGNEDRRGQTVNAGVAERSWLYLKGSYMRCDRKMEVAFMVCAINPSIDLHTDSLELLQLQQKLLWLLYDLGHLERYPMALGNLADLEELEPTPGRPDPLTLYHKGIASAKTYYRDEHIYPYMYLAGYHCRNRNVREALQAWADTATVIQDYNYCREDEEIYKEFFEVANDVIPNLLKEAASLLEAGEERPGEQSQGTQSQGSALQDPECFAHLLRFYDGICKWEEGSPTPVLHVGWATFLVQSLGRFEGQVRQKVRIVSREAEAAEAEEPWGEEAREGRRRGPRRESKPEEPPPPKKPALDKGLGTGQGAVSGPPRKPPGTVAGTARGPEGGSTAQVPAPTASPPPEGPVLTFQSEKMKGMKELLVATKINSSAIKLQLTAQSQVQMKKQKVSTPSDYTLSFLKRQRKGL
BCR signal inh = blocks chronic active B-cell receptor signaling. ABC-DLBCL IkBa-CBG/CBR reporter, luminescence ratio, 4 h. Potency, µM (top dose mostly 46.1 µM), for inactives: at the top dose ratio change, negative = lower green/red ratio, hits mostly inhibitors. 0.05% of 340,000 active. AID 493014; active = well fitted inhibition curve with a large enough effect in the signal ratio, with a control signal flat, not every such curve was filed as active; inconclusive = small, poorly fitted or top-dose-only effect, or effect the other way, or a change in a side signal; the % refers to the signal ratio;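 note: potency is the fitted concentration of half-maximal effect; plate controls were basal doxycycline-induced cells for no effect and cells given 10 µM MG132 for full effect; MG132 reads +100%, hits lower the ratio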
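TMD8 ABC-DLBCL cells carrying doxycycline-inducible green luciferase fused to IkappaBalpha plus unfused red luciferase were exposed to compounds (up to 46 uM) for 4 hrs at 37C. Activity came from the overlap-corrected green/red luminescence ratio.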
GALK inh = blocks human galactokinase activity. Purified GALK, Kinase-Glo residual ATP luminescence. Potency, µM (doses to about 57.5 µM), for the others: top-dose activity change, negative = inhibition, most hits filed as inhibitors. 0.007% of 270,000 active; note: potency is the fitted concentration of half-maximal effect; % is set by controls: 0 for no effect and ±100 for the full control effect
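The enzyme phosphorylates galactose (100 uM) using ATP (35 uM); inhibition is detected as higher residual ATP, quantified by bioluminescence after 1 h reaction at room temperature, pH 8.0.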
USP2a inh = blocks human ubiquitin-specific protease USP2a; AID 463254; Potency, µM (highest dose often 38.3 µM), for inactives: top-dose activity change, negative = inhibition, actives largely listed as inhibitors; 0.01% of 330,000 active; O75604; USP2 core, Ub-CHOP2 coupled fluorogenic reporter, 485/531;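 note: potency is the fitted concentration of half-maximal effect; plate controls were DMSO wells for no effect and full inhibition by NEM control for full effect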
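USP2 core (10nM final) preincubated 30min RT with compound in 20mM Tris-HCl pH 8.0, 2mM CaCl2, 2mM beta-mercaptoethanol, 0.05% CHAPS; 25nM Ub-CHOP2 plus 25nM reporter substrate added, fluorescence (Ex485/Em531) read after 60min.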
Numbers without * were called inactive; ? = inconclusive; · = not tested or not shown; [ ] = remark or other dose. Unless noted, calls come from the whole dose curve; as a rule, active = well fitted curve in the direction sought with a large enough effect; inconclusive = small, poorly fitted or top-dose-only effect, or another doubt; inactive = no such curve, though single readings can be large; an effect the other way counts as inactive or inconclusive. A portion of the library. The share of hits here may be higher or lower than overall.

Each structure is followed by: hERG WT inh | BCR signal inh | Menin-MLL TR inh | GALK inh | S-ASM inh | USP2a inh | PKM2 act | TSHR antagonist | Mito fusion act | MBNL1 CUG block | Eya2 phos inh
- NC(=O)Cn1c(=O)n(Cc2ccco2)c(=O)c2c3c(sc21)CCCCC3
    3 | 2% | 11% | -3% | -3% | -2% | 23% | 11 | 0% | 7% | 5%
- Cc1nn(-c2ccccc2)c(NC(=O)c2ccccc2)c1Br
    1 | -22% | -17% | -1% | 4% | -1% | -1% | 26 | -12% | -12% | 2%
- CCOC(=O)CSc1ncc(-c2cccc(Cl)c2)cn1
    4 | ? | 1% | 0% | 11% | -3% | 0% | -14 | 2% | -1% | 4%
- CC(C)CN(C(=O)c1ccco1)C1CCS(=O)(=O)C1 (configuration not stated)
    -5 | ? | · | · | 5% | 2% | · | 5 | 0% | · | -24%
- O=C(Nc1ccc(Cl)cc1Cl)c1csc(-c2cccnc2)n1
    -3 | ? | · | 0% | 3% | 0% | 0% | -22 | 13% | -2% | 3%
- Cc1ccc(S(=O)(=O)NCCC(=O)NC(C)CCc2ccccc2)cc1 (configuration not stated)
    1 | -1% | · | · | -2% | -2% | · | 9 | 1% | · | -21%
- O=C(NNC(=O)C1CC1)c1cc(Br)c(Br)s1
    3 | 0% | · | · | -1% | 4% | · | · | · | · | 10%
- CC(C)(C)c1ccc(C(=O)NC2CCN(Cc3ccccc3)CC2)cc1
    43 | -8% | ? | -1% | 0% | 2% | · | 0 | 35µM* | 5% | 8%
- C=CCOc1c(Br)cc(C2NC(=O)NC(C)=C2C(C)=O)cc1OCC (configuration not stated)
    1 | -3% | 0% | -4% | -10% | -2% | 0% | -7 | -3% | -2% | -14%
- C=CCOC(=O)C1=C[C@@H](c2coc3ccccc3c2=O)C[C@@H](OCc2ccc(CO)cc2)O1
    0 | ? | -9% | -2% | 32%[activator] | -1% | 0% | -1 | 12% | -8% | -2%
- CC(c1ccco1)N(C(=O)c1ccccc1NS(=O)(=O)c1ccc(Cl)cc1)c1ccccn1 (configuration not stated)
    26 | 0% | -19% | 0% | 7% | 0% | 3% | 7 | 29% | 2% | 12%
- COCc1cc(=O)n2[nH]c(C(C)(C)C)cc2n1
    5 | -5% | · | 14% | 3% | 2% | 2% | 2 | 4% | -3% | 27%
- Cn1cccc1C(=O)OCC(=O)Nc1ccc2c(c1)OCO2
    -13 | -13% | 0% | 0% | 4% | 4% | -4% | 1 | -1% | 2% | 2%
- Cc1ccc(NCc2ccncc2)c(Br)c1
    -32 | -12% | 14% | 4% | 3% | -2% | -1% | -4 | 0% | -11% | 1%
- COC(=O)NCC1(C)CC(NC(=O)OC)CC(C)(C)C1 (configuration not stated)
    -15 | -4% | 2% | 0% | 2% | 0% | -17% | 23 | 6% | -3% | 17%
- COc1cc(OC)c2c(c1)C(=O)OC2OC (configuration not stated)
    -3 | 5% | · | 4% | 6% | -1% | 4% | 10 | -4% | -12% | -9%
- COCCN(C(=O)CCc1nnc(Cc2c[nH]c3ccccc23)o1)C(C)C
    -5 | 1% | -23% | -4% | -1% | 2% | 4% | -14 | -1% | 0% | -2%
- O=C(c1ccncc1)N1CCN(C(=O)c2ccncc2)CC1
    2 | ? | -11% | 0% | 2% | 3% | -2% | 13 | -1% | 3% | 8%
- O=S(=O)(NCc1ccccc1)c1ccc(S(=O)(=O)N(Cc2ccccn2)Cc2ccco2)cc1
    27 | 1% | ? | -2% | 0% | 1% | 0% | -12 | 2% | -5% | 25%[15.4 µM]
- CCn1c(-c2csc3c2CCCC3)n[nH]c1=S
    0 | -11% | 3% | -1% | -2% | 0% | -4% | -15 | -1% | -8% | 3%

The last 3 entries of the part above open the next one:
Each structure is followed by: hERG WT inh | BCR signal inh | Menin-MLL TR inh | GALK inh | S-ASM inh | USP2a inh | PKM2 act | TSHR antagonist | Mito fusion act | MBNL1 CUG block | Eya2 phos inh
- O=C(c1ccncc1)N1CCN(C(=O)c2ccncc2)CC1
    2 | ? | -11% | 0% | 2% | 3% | -2% | 13 | -1% | 3% | 8%
- O=S(=O)(NCc1ccccc1)c1ccc(S(=O)(=O)N(Cc2ccccn2)Cc2ccco2)cc1
    27 | 1% | ? | -2% | 0% | 1% | 0% | -12 | 2% | -5% | 25%[15.4 µM]
- CCn1c(-c2csc3c2CCCC3)n[nH]c1=S
    0 | -11% | 3% | -1% | -2% | 0% | -4% | -15 | -1% | -8% | 3%
- O=C(O)c1cncc(C#CCC2CCCCC2)c1
    -5 | -6% | · | -1% | 5% | -7% | -9% | 29 | 1% | · | 10%
- Cc1nc2ccc(NC(=O)c3sccc3C)cc2s1
    14 | ? | 17% | 0% | 1% | 0% | -22% | -4 | 1% | -16% | -17%
- Cc1c(NC2=CC(=O)CC(C)(C)C2)ccc([N+](=O)[O-])c1C
    1 | 0% | -2% | 1% | 0% | 2% | 0% | 4 | 0% | ? | 1%
- Cc1ccc(Nc2nc(Cl)c(C=O)s2)cc1Cl
    4 | 15% | ? | -2% | 55%[activator] | 0% | -7% | -11 | -10% | 17% | -2%
- Cc1cc(C(=O)O)ccc1-c1ccc(CO)o1
    2 | 4% | -1% | 1% | 4% | 13% | 5% | -8 | 3% | 8% | 10%
- Cc1cccc(C)c1OCc1cc(C(=O)N2CCN3CCCC3C2)no1 (configuration not stated)
    -3 | -6% | · | -5% | 0% | 1% | · | -4 | 0% | -3% | -13%
- CCS(=O)(=O)N1CCCC(C(=O)NC2CCCCC2)C1 (configuration not stated)
    -10 | -10% | 27% | -3% | 4% | 1% | -1% | 4 | -1% | 4% | ?
- CCO[C@@H]1OC(C(=O)NCc2nc3ccccc3[nH]2)=C[C@H](C2CC2)[C@H]1CCCO
    -3 | ? | -13% | 0% | 3% | 0% | 1% | 9 | -2% | 2% | -11%
- Cc1ccc(/C=N/Nc2nc(C)cc(C)n2)cc1
    0 | 12% | · | 0% | 6% | 8% | 0% | 6 | -2% | 0% | 1%
- O=C(COc1ccccc1Cl)Nc1cccc(S(=O)(=O)N2CCCC2)c1
    -5 | ? | · | · | -3% | -10% | · | -29 | -7% | · | -11%
- O=C(COC(=O)c1ccc(F)c(S(=O)(=O)N2CCOCC2)c1)NCCc1ccccc1
    -3 | 2% | · | · | -5% | 2% | · | 18 | 3% | · | -26%
- COC(=O)Cc1[nH]nc2c1C1(CCSCC1)C(C#N)=C(N)O2
    -22 | ? | 1% | -5% | 2% | 0% | -2% | 5 | -1% | 6% | 0%
- O=C(NC1CCCCCCC1)c1cc(-c2ccccn2)nc2ccccc12
    -4 | 4% | -5% | -2% | -14% | 1% | 1% | 5 | -5% | · | 2%
- Cc1ccc(-c2nn(CC(=O)N(C)C)c(=O)c3ccccc23)cc1S(=O)(=O)N(C)C
    10 | -6% | 4% | 2% | 1% | -1% | 1% | 22 | 3% | -7% | -2%
- COc1ccc(S(=O)(=O)N2CC(C)N(S(=O)(=O)c3ccc(OC)cc3)CC2C)cc1 (configuration not stated)
    10 | 3% | 3% | 0% | 5% | 0% | 0% | -4 | 0% | -6% | -1%
- COC(=O)c1ccc(NC(=O)CCS(=O)(=O)c2ccc(Br)cc2)cc1
    6 | 0% | 11% | 0% | -2% | -1% | 1% | -3 | -3% | 1% | -4%
- CC(C)Cc1ccc(C(C)C(=O)N2CCOCC2)cc1 (configuration not stated)
    8 | 1% | -13% | -1% | -1% | 0% | 1% | -5 | 4% | 4% | -15%
- CC(C(=O)NCC1CCCO1)n1cccc1C(=O)c1ccccc1 (configuration not stated)
    13 | -1% | -9% | 2% | -2% | 0% | 33% | 8 | 3% | -1% | 16%
- Cc1nc(Cl)sc1C(=O)Nc1ccc(Cl)cc1
    21 | 17% | 6% | · | -1% | 0% | 0% | -5 | 27% | -4%[11.5 µM] | -9%
- Cc1ccc(/C=C/S(=O)(=O)NCC(=O)OCC(=O)Nc2ccc(C(N)=O)cc2)cc1
    0 | 6% | · | · | 1% | -1% | · | 0 | -6% | · | -17%
